RAD54 branch: blocks human RAD54 Holliday junction branch migration. FAM/BHQ fluorescence. inhibition, % at 10.4 µM. 360,000 compounds, 0.14% hits. AID 602329;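 active = mean normalized replicate activity at least 40 and at least half of replicates scoring 40 or more; inconclusive = only one of the two criteria met; inactive = mean below 40 and under half of replicates reaching 40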;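 also: 0% = median of neutral control wells and 100% = median of positive control wells; inhibitors cause a drop in the FAM fluorescence signal; in these data hits start at about 50%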
Target sequence (Q92698 whole entry, looked up): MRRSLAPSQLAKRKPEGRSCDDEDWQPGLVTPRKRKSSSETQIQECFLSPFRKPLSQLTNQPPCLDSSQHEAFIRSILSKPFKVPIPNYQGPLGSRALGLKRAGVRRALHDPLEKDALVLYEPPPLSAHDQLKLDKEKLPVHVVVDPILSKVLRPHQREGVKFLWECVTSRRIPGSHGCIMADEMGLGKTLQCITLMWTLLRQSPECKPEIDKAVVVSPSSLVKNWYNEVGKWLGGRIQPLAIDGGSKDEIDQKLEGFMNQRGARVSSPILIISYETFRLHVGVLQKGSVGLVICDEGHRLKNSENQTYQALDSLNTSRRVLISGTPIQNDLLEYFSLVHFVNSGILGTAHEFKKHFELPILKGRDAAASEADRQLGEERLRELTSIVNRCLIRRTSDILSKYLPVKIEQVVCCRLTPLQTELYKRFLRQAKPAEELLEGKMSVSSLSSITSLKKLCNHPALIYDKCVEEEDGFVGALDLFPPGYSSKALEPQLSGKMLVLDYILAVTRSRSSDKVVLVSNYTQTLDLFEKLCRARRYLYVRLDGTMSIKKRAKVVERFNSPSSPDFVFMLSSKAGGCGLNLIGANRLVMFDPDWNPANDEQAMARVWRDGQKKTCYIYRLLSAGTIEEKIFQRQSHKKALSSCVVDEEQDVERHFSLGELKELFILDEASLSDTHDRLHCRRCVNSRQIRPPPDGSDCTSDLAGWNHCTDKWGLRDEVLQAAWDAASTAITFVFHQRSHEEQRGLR
E-selectin induc: induces E-selectin expression in human endothelial cells | P16581 | HUVEC E-selectin immunofluorescence imaging; normalized: neutral wells 0, TNF-alpha wells 100 | activation, % at 7.58 µM | 260,000 compounds, 0.37% hits;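 active = mean E-selectin-positive cell signal at least 10% of the positive control, reached in at least 60% of replicates, without over 20% cell loss; inconclusive = no rule given, readout overlaps actives, possibly toxicity-flagged; inactive = the rest, including those meeting only one limit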;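 also: in these data hits start at about 27%; measured in HUVEC primary endothelial cells; signal is the percent of cells scored E-selectin positive by PE staining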
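Assay system: HUVEC, human umbilical vein endothelial cells / Amount: 3,000 HUVEC/well / Controls: TNF-alpha positive control, DMSO neutral control / Compound dosing: single concentration / Medium: EGM-2 over gelatin coat / Evaluation: percent E-selectin-positive cells / Signal: immunofluorescence imaging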
CASP6 VEID inh: blocks human caspase-6 cleavage activity | purified caspase-6, Z-VEID-R110 cleavage fluorescence | inhibition, % at 12.5 µM | AID 686996 | 350,000 compounds, 0.53% hits;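 active = mean inhibition across replicates at least about 35%, with every replicate also reaching that limit, limit read from the data; inconclusive = only one of the two criteria met; inactive = neither criterion met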;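 also: 0% = median of neutral control wells and 100% = no fluorescence left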
Target sequence (P55212 24-179 limits assumed): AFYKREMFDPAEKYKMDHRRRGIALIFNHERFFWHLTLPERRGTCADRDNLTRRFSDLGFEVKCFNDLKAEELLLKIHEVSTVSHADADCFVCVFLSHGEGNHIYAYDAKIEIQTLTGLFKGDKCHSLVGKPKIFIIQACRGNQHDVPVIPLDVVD
Target sequence (P55212 194-293 limits assumed): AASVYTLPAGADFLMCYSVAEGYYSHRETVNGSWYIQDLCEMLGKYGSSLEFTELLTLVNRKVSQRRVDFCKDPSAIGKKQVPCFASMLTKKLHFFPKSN
GSIS activator: GLuc luminescence reporter in INS-1E cells, primary screen for activators of glucose-dependent secretion of insulin; INS-1E GLuc reporter insulin secretion, 2-3 h; activation, % at 16.6 µM; 370,000 compounds, 0.61% hits; AID 743287;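 active = lowest replicate activation of at least 40%, so every replicate reaches that level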;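 also: 0% = median of neutral control wells and 100% = median of IBMX positive control wells; some compounds called inactive have numbers as strong as hits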
RAD52 inh: RAD52 (human) annealing inhibition. P43351. recombinant RAD52 DNA annealing, FRET fluorescence. inhibition, % at 18.7 µM. 360,000 compounds, 0.46% hits. AID 651710;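 active = every replicate showing at least 50% inhibition; inconclusive = mean inhibition at least 50% but not in every replicate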
XiGFP reactiv: X-chromosome reactivation activator | XiGFP mouse fibroblasts, % GFP-positive cells imaging, 3 d; cells co-treated with 5-aza-dC sensitizer; scaled so ellipticine positive control = 100% | activation, % at 7.58 µM | 360,000 compounds, 0.055% hits;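 active = mean normalized replicate activation at least 10% and every replicate at or above 10%; inconclusive = only one of the two criteria met; inactive = mean below 10% and not all replicates reach 10%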;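 also: 0% = median of on-plate neutral control wells and 100% = ellipticine 6 µM median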
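material = 68-5-11 XiGFP fibroblast line | medium = DMEM plus 5-aza-dC sensitizer | schedule = 3 days compound exposure | benchmarks = positive control ellipticine, 6 µM final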
DENV2 CPE: DENV2-induced cell death inhibition; AID 651640; CPE inhibition, % at 9.99 µM; 350,000 compounds, 1.7% hits; DENV2-infected cells, cytopathic effect rescue, plate reader; in the data active = CPE inhibition above about 20%, passing the limit was not always enough; inconclusive = no clear call, values can overlap the other calls; tested in BHK-21 cells;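 also: 0% = median of neutral control wells and 100% = median of positive control wells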
CFTR F508del cor: CFTR F508del correction in bronchial cells. activity (quench increase), % at 7.58 µM. CFBE cells, YFP halide quenching; stimulated with forskolin plus potentiator P3; % fluorescence drop versus neutral controls. 350,000 compounds, 0.36% hits;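 active = mean added fluorescence quench of at least 8% versus neutral control, with both replicates also reaching 8%; inconclusive = only one of the mean or replicate conditions met; inactive = mean below 8% and not both replicates reaching 8%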;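 also: cells transiently co-express mutant CFTR-F508del with the halide-sensitive YFP; corrector assay measuring rescue of mutant channel to the surface after 24 h compound exposure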
Numbers without * were called inactive. Not a hit list, and some 3.7% of all compounds hit somewhere here.

Results for C[C@@H]1CN([C@@H](C)CO)C(=O)c2c(c3ccccc3n2C)-c2ccccc2CO[C@@H]1CN(C)C(=O)C1CC1 ?
RAD54 branch: -9; E-selectin induc: -0.4; CASP6 VEID inh: -1; GSIS activator: -13; RAD52 inh: -4; XiGFP reactiv: -0.1; DENV2 CPE: -4; CFTR F508del cor: 1.6

Results for COc1ccc(CNC(=O)Cn2c(=O)oc3cc(S(=O)(=O)N4CCCC4)ccc32)cc1 ?
RAD54 branch: 8; CASP6 VEID inh: -3; GSIS activator: -11; RAD52 inh: -11; XiGFP reactiv: 0.1; DENV2 CPE: 4; CFTR F508del cor: -0.5

What do the screens show for `Cc1cc(C)c(C#N)c(SCCN2CCOCC2)n1`?
CASP6 VEID inh: 1; RAD52 inh: -2; XiGFP reactiv: 0.3; DENV2 CPE: -2; CFTR F508del cor: -0.5

How did Cc1ccc(NC(=O)c2ccc(S(=O)(=O)Nc3c(C)n(C)n(-c4ccccc4)c3=O)cc2)nc1 do in these assays?
RAD54 branch: -3; E-selectin induc: -1.3; CASP6 VEID inh: 0; GSIS activator: 27; RAD52 inh: -7; XiGFP reactiv: 0.0; DENV2 CPE: 5; CFTR F508del cor: -1.9

How did O=C(CN1CCC(Cc2ccccc2)CC1)NCCc1ccc(F)cc1 do in these assays?
E-selectin induc: 2.1; CASP6 VEID inh: 0; GSIS activator: 14; RAD52 inh: -4; XiGFP reactiv: 0.0; DENV2 CPE: 1; CFTR F508del cor: 3.3

What do the screens show for `C[C@@H]1CCCCO[C@@H](CN(C)Cc2ccc(C(=O)O)cc2)[C@H](C)CN([C@H](C)CO)C(=O)c2cc(NS(=O)(=O)c3cccs3)ccc2O1`?
RAD54 branch: 2; E-selectin induc: -0.3; CASP6 VEID inh: -1; GSIS activator: 14; RAD52 inh: 2; XiGFP reactiv: -0.1; DENV2 CPE: -8; CFTR F508del cor: 1.7

Results for COc1cc(-n2c(=O)c3ccccc3n(Cc3cc(=O)n4ccccc4n3)c2=O)cc(OC)c1OC ?
CASP6 VEID inh: 2; RAD52 inh: 2; XiGFP reactiv: 0.1; DENV2 CPE: -1; CFTR F508del cor: 0.8

Results for COc1ccc(S(=O)(=O)Nc2ccc3c(c2)CC(=O)N([C@H](C)CO)C[C@@H](C)[C@H](CN(C)C(=O)Nc2ccc(C(F)(F)F)cc2)O3)cc1 ?
RAD54 branch: -6; E-selectin induc: -14; CASP6 VEID inh: 0; GSIS activator: -3; RAD52 inh: 2; XiGFP reactiv: -0.1; DENV2 CPE: 6; CFTR F508del cor: 0.3

How did CC1CCCCC1NC(=O)CCn1c(=O)sc2ccccc21 (centres undefined) do in these assays?
RAD54 branch: 4; E-selectin induc: 1.0; CASP6 VEID inh: 0; GSIS activator: 45; RAD52 inh: -9; XiGFP reactiv: 0.0; DENV2 CPE: 5; CFTR F508del cor: 0.0

How did C/C=C/c1ccccc1[C@H]1[C@@H](C#N)N(C(=O)Cc2ccccn2)[C@@H]1CO do in these assays?
E-selectin induc: -0.2; CASP6 VEID inh: -1; GSIS activator: -13; RAD52 inh: -8; XiGFP reactiv: 0.0; DENV2 CPE: 4; CFTR F508del cor: 1.2

How did O=C(Cn1c(-c2ccccn2)nc2ccccc21)N/N=C/c1cccnc1 do in these assays?
RAD54 branch: 0; E-selectin induc: 0.3; CASP6 VEID inh: 2; GSIS activator: 6; RAD52 inh: -9; XiGFP reactiv: 0.0; DENV2 CPE: 3; CFTR F508del cor: 1.2

Results for O=C(CSc1nnc(-c2ccncc2)o1)NCc1ccc(Cl)cc1 ?
CASP6 VEID inh: -3; GSIS activator: -10; RAD52 inh: -14; XiGFP reactiv: 0.0; DENV2 CPE: -8; CFTR F508del cor: 0.7

What do the screens show for `C[C@@H]1CN([C@@H](C)CO)C(=O)Cc2cc(NC(=O)CCC(F)(F)F)ccc2O[C@@H]1CN(C)Cc1ccccc1`?
RAD54 branch: -4; E-selectin induc: 0.1; CASP6 VEID inh: 2; GSIS activator: -2; RAD52 inh: -6; XiGFP reactiv: -0.2; DENV2 CPE: -6; CFTR F508del cor: 1.3

Results for CCOC(=O)COc1ccc(C2CC(C)=NN2c2ccccc2)cc1 (centres undefined) ?
RAD54 branch: -2; E-selectin induc: 0.5; CASP6 VEID inh: 5; GSIS activator: 48; RAD52 inh: -12; XiGFP reactiv: 0.2; DENV2 CPE: -3; CFTR F508del cor: 0.6

Results for Cc1ccsc1CNC(=O)c1c(-c2ccccc2)noc1C ?
RAD54 branch: -2; E-selectin induc: -0.2; CASP6 VEID inh: 0; GSIS activator: -22; RAD52 inh: -4; XiGFP reactiv: 0.8; DENV2 CPE: inconclusive; CFTR F508del cor: -2.0

Results for CCC(=O)NNc1ncnc2ccccc12 ?
RAD54 branch: -13; E-selectin induc: 0.0; GSIS activator: 7; RAD52 inh: -1; XiGFP reactiv: 0.0; DENV2 CPE: -3; CFTR F508del cor: 1.3

How did O=C(O)C1=C(OCc2ccc(F)c(F)c2)C(=O)NCC1 do in these assays?
CASP6 VEID inh: -1; GSIS activator: 1; RAD52 inh: -37; XiGFP reactiv: 0.0; DENV2 CPE: -5; CFTR F508del cor: -0.6

Results for O=S1(=O)c2ccc(Br)cc2-n2nncc2CN1Cc1cccc(Cl)c1 ?
E-selectin induc: -0.1; CASP6 VEID inh: -1; GSIS activator: -3; RAD52 inh: 4; XiGFP reactiv: 0.2; DENV2 CPE: -5; CFTR F508del cor: 0.9

What do the screens show for `COc1ccc(C(=S)N2CCOCC2)cc1OC(=O)c1ccccc1Cl`?
RAD54 branch: 2; CASP6 VEID inh: 3; GSIS activator: -7; RAD52 inh: 1; XiGFP reactiv: 0.0; DENV2 CPE: -4; CFTR F508del cor: -2.2

Results for CC1(C(=O)NS(=O)(=O)c2cccc(F)c2)CCN1C(=O)CCc1ccccc1 (centres undefined) ?
RAD54 branch: -1; E-selectin induc: 6.5; CASP6 VEID inh: 1; GSIS activator: 6; RAD52 inh: -1; XiGFP reactiv: 0.1; DENV2 CPE: -3; CFTR F508del cor: 1.6

What do the screens show for `CCOC(=O)c1[nH]c(C)c(C(=O)OCC(=O)N2CCc3ccccc32)c1C`?
RAD54 branch: 0; CASP6 VEID inh: -3; GSIS activator: 2; RAD52 inh: -17; DENV2 CPE: -11; CFTR F508del cor: 0.0

Results for Cc1c(C(=O)O)oc2ccc(S(=O)(=O)N3CCCCC3C(=O)O)cc12 (centres undefined) ?
RAD54 branch: 4; CASP6 VEID inh: 5; GSIS activator: 18; RAD52 inh: -10; XiGFP reactiv: 0.0; DENV2 CPE: 3; CFTR F508del cor: -0.7

How did Cc1cc(Cl)c2cc3ccccc3cc2n1 do in these assays?
RAD54 branch: 4; E-selectin induc: -0.1; CASP6 VEID inh: 0; GSIS activator: -6; RAD52 inh: 0; XiGFP reactiv: 0.1; DENV2 CPE: 11; CFTR F508del cor: -1.0

How did Cc1noc(C)c1COC(=O)c1cccc(S(=O)(=O)N2CCOCC2)c1 do in these assays?
RAD54 branch: -1; E-selectin induc: 7.1; CASP6 VEID inh: -1; GSIS activator: 17; RAD52 inh: 1; XiGFP reactiv: 0.0; DENV2 CPE: 2; CFTR F508del cor: -0.8

Results for CO[C@H]1CN(C)C(=O)c2ccc(NC(=O)C3CCC3)cc2OC[C@@H](C)N(Cc2nccs2)C[C@H]1C ?
RAD54 branch: -5; E-selectin induc: 0.0; CASP6 VEID inh: 0; GSIS activator: -10; RAD52 inh: 14; XiGFP reactiv: -0.1; DENV2 CPE: 19; CFTR F508del cor: 0.7

What do the screens show for `Cc1ccc(-c2nc3ccc(Br)cn3c2CC(C)(C)C)cc1`?
RAD54 branch: 2; E-selectin induc: 0.6; CASP6 VEID inh: -2; GSIS activator: 11; RAD52 inh: -9; XiGFP reactiv: 0.2; DENV2 CPE: -11; CFTR F508del cor: 0.7

Results for CCO[C@@H]1OC(C(=O)O)=C[C@H](C2CCCCC2)[C@H]1CCCO ?
RAD54 branch: -4; E-selectin induc: -0.2; CASP6 VEID inh: 2; GSIS activator: 2; RAD52 inh: -11; XiGFP reactiv: 0.1; DENV2 CPE: -10; CFTR F508del cor: -1.5

How did COc1cccc(C(=O)Nc2ccc(Oc3nnc(-c4ccccc4)c4ccccc34)cc2)c1 do in these assays?
CASP6 VEID inh: -1; GSIS activator: 1; RAD52 inh: -1; XiGFP reactiv: 0.1; DENV2 CPE: -2; CFTR F508del cor: -0.2

Results for C[C@@H]1CCCCO[C@@H](CN(C)C(=O)CCC(F)(F)F)[C@@H](C)CN([C@H](C)CO)C(=O)c2cc(NC(=O)c3ccccc3)ccc2O1 ?
RAD54 branch: 6; E-selectin induc: -0.2; CASP6 VEID inh: -2; GSIS activator: 10; RAD52 inh: 10; XiGFP reactiv: 0.1; DENV2 CPE: 2; CFTR F508del cor: -1.8

Results for Cc1cc(NC(=O)CSCC(=O)Nc2ccccc2OC(F)F)no1 ?
E-selectin induc: -1.7; CASP6 VEID inh: 4; GSIS activator: -2; RAD52 inh: -9; XiGFP reactiv: -0.1; DENV2 CPE: 5; CFTR F508del cor: -0.5

Results for COc1ccc(CN(Cc2cccn2C)S(=O)(=O)c2cccc(C(F)(F)F)c2)cc1 ?
RAD54 branch: -1; E-selectin induc: 3.6; CASP6 VEID inh: 0; GSIS activator: -16; RAD52 inh: -1; XiGFP reactiv: 0.3; DENV2 CPE: 1; CFTR F508del cor: -1.0

Results for C[C@H]1CCCCO[C@H](CN(C)Cc2ccc(C(=O)O)cc2)[C@@H](C)CN([C@@H](C)CO)C(=O)c2cc(NS(=O)(=O)c3ccc(F)cc3)ccc2O1 ?
RAD54 branch: 7; E-selectin induc: 0.0; CASP6 VEID inh: 2; GSIS activator: -13; RAD52 inh: 3; XiGFP reactiv: -0.9; DENV2 CPE: 2; CFTR F508del cor: -2.7

What do the screens show for `CCOC(=O)Cc1cc(=O)n2[nH]cc(-c3ccc(Cl)cc3)c2n1`?
RAD54 branch: 2; CASP6 VEID inh: 6; GSIS activator: -2; RAD52 inh: -22; XiGFP reactiv: 0.1; CFTR F508del cor: -1.4

Results for N/C(=N\OC(=O)c1ccc(=O)n(Cc2ccccc2)c1)c1ccccn1 ?
RAD54 branch: 10; CASP6 VEID inh: 0; GSIS activator: -17; RAD52 inh: -7; XiGFP reactiv: 0.1; DENV2 CPE: -1; CFTR F508del cor: 0.7

Results for CCOC(=O)C1CCN(C(=O)c2ccc(Cl)c(NC3=NC4CS(=O)(=O)CC4S3)c2)CC1 (centres undefined) ?
RAD54 branch: -6; CASP6 VEID inh: -4; GSIS activator: 9; RAD52 inh: -10; XiGFP reactiv: 0.1; DENV2 CPE: 15; CFTR F508del cor: -2.5

Results for Cn1c(CNC(=O)CNC(=O)Cc2ccc(Cl)cc2)cc(=O)n(C)c1=O ?
RAD54 branch: 6; CASP6 VEID inh: -4; GSIS activator: 5; RAD52 inh: -8; XiGFP reactiv: -0.1; DENV2 CPE: -1; CFTR F508del cor: 1.3

Bioassay records: PubChem BioAssay, Broad Institute
